Source: PubChem (several laboratories)
14-3-3 Bad PPI – inhibitors of 14-3-3 zeta/Bad binding, primary screen, biochemical, TR-FRET, bovine 14-3-3 zeta; TR-FRET 14-3-3zeta/Dy647-pBad peptide displacement, 1 h; inhibition, % at 21.7 µM; 220,000 compounds, 0.71% hits; AID 781, 2007;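 active means inhibition above about 70%, limit read from the data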;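 further: 0% = full 14-3-3 plus peptide FRET controls and 100% = background without 14-3-3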
Target sequence (P63103 whole entry, looked up): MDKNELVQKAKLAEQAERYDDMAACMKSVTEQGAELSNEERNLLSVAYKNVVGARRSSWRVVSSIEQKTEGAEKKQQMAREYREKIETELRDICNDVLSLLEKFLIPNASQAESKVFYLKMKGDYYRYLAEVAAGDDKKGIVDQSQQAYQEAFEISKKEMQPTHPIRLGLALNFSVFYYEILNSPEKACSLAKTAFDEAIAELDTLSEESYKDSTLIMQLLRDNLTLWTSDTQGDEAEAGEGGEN
Runt-CBFb FRET – inhibitors of RUNX1 Runt–CBFb binding, primary screen, biochemical, FRET, Cerulean-Runt, Venus-CBFb, uHTS | Cerulean-Runt/Venus-CBFb FRET ratio 530/480, 1 h | inhibition, % at 20 µM | 220,000 compounds, 0.46% hits | AID 1496, 2009;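 active means inhibition over about 50% at 20 µM in the single-dose screen, limit read from the data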;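 further: 0% = DMSO wells and 100% = excess unlabeled CBFb competitor control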
Target sequence (Q01196 whole entry, looked up): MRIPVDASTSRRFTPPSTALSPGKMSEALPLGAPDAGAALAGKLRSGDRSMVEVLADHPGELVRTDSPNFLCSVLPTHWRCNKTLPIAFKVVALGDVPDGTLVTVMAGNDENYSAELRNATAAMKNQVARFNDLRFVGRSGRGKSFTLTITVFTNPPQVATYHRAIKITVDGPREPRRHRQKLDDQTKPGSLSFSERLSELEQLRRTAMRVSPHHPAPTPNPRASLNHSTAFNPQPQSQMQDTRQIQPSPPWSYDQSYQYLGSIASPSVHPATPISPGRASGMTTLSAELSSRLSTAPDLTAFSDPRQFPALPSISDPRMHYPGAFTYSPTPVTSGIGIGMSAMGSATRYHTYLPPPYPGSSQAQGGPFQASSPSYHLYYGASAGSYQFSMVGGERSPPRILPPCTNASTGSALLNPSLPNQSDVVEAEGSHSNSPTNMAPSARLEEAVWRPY
Target sequence (Q13951 whole entry, looked up): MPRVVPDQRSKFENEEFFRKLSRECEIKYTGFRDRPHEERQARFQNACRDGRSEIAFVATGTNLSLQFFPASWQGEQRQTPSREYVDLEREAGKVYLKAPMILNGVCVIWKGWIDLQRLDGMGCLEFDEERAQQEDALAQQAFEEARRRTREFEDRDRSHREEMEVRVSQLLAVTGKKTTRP
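Assay system: Cerulean-tagged RUNX1 Runt domain (FRET donor) fusion protein / Amount: 100 nM each of Venus-CBFb and Cerulean-Runt domain / Medium: Tris buffer pH 7.5 with salts and BSA / Also added: Venus-CBFb 100 nM / Schedule: 1 h complex formation plus 1 h compound treatment, room temperature / Signal: FRET fluorescence / Read-out: loss of energy transfer signal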
NCF1 inh – p47phox/p22phox peptide binding inhibitors, primary screen, biochemical, uHTS, NADPH oxidase regulatory subunit. fluorescence polarization, 2 h. inhibition, % at 24.7 µM. 220,000 compounds, 0.53% hits. AID 1274, 2008;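 active means inhibition above about 30%, limit read from the data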;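 further: 0% = p47phox with labelled peptide and 100% = labelled peptide alone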
TbHK1 inh – Trypanosoma brucei hexokinase 1 inhibitors, primary screen, biochemical, G6PDH-coupled NADH absorbance, MLSCN library; hexokinase 1 [Trypanosoma brucei]; recombinant TbHK1, G6PDH-coupled NADH A340; inhibition, % at 10 µM; 220,000 compounds, 0.11% hits; AID 1430, 2008;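 active means inhibition of 50% or more in the single-dose primary screen; inactive means inhibition below 50%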
Runt-SMMHC FRET – inhibitors of RUNX1 Runt–CBFb-SMMHC binding, primary screen, biochemical, FRET, Cerulean-Runt, Venus-CBFb-SMMHC, uHTS. inhibition, % at 20 µM. Runt-related transcription factor 1 (Homo sapiens) + Core-binding factor subunit beta …. Cerulean-Runt/Venus-CBFb-SMMHC FRET ratio 530/480, 1 h. AID 1434, 2008. 220,000 compounds, 0.74% hits;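 active means mean inhibition across duplicate retests at 20 µM reaching about 50%, limit read from the data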;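 further: 0% = DMSO wells and 100% = wells with excess untagged CBFb-SMMHC; inhibitors lower the FRET ratio by blocking Runt binding to CBFb-SMMHC; some results filed as inactive read as strong as hits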
Mdm2 ligase inh – MDM2-luciferase reporter signal enhancers, primary screen, MDM2 E3 ligase inhibitor project, cell-based, luminescence, 1536-well; E3 ubiquitin-protein ligase Mdm2 (Homo sapiens), Q00987; cell-based MDM2 ubiquitination luciferase reporter, 2 h; 0 = plate control, 100 = twice control, blank-subtracted; signal enhancement, % at 5 µM; 210,000 compounds, 0.11% hits; AID 1230, 2008;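 active means signal enhancement of 30% or more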;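 further: luminescence tracks abundance of the self-degrading MDM2-luciferase fusion protein; higher signal means inhibition of MDM2 E3 ligase activity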
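system = mammalian cells stably expressing self-ubiquitinating, self-degrading MDM2 E3–luciferase fusion | quantity = 2000 cells per well seeded | incubation = 4 h cell settling then 2 h compound exposure, 37 °C | signal = SteadyLite luminescence, 15 min reagent step | benchmarks = plate control and blank wells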
EBV gp42 inh – Epstein-Barr virus gp42 inhibitors, primary screen, biochemical, uHTS, fluorescence polarization; 220,000 compounds, 0.42% hits; inhibition, % (tested at 21.74 µM); Fluorescence polarization binding assay, mP read-out; AID 1085, 2008; Glycoprotein 42 (Epstein-Barr virus (strain AG876)), Q1HVG2; in the data active means inhibition above about 50%
Hck Nef HTS – inhibitors of Nef-activated human Hck kinase, primary screen, biochemical, Z-Lyte FRET, 384-well, Hck-YEEI; Tyrosine-protein kinase HCK (Homo sapiens), P08631; Recombinant Hck-YEEI plus Nef, Z-Lyte FRET kinase assay; inhibition, % at 20 µM; 220,000 compounds, 0.68% hits;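 active means Hck-Nef kinase inhibition above about 50%, limit read from the data; inactive means inhibition below that limit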;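 further: 0% = DMSO with Hck plus Nef and 100% = Hck alone without Nef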
L929 necroptosis – inhibitors of zVAD-triggered necroptosis, primary screen, L929 cells. viability rescue, % at 10 µM. 220,000 compounds, 0.38% hits. L929 zVAD necroptosis rescue, ATP luminescence, 24 h; with zVAD 60 µM;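 active means activation, scaled between plate controls, above about 75%, limit read from the data; inactive means activation under that limit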;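 further: 0% = zVAD with DMSO and 100% = DMSO alone without zVAD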
An asterisk follows results filed as active; i = inactive; · = not tested or not shown; [ ] = remark or other dose.

Results follow in this order: 14-3-3 Bad PPI, Runt-CBFb FRET, NCF1 inh, TbHK1 inh, Runt-SMMHC FRET, Mdm2 ligase inh, EBV gp42 inh, Hck Nef HTS, L929 necroptosis
1: CCOC(=O)c1cc(-c2cccnc2)nn1-c1ccccn1
  -3, -1, -1, 0, 1, -6, -4, 1, -0.1
2: O=C(COc1ccccc1[N+](=O)[O-])Nc1ccc2c(c1)OCO2
  -15, 4, -2, -2, -4, ·, 5, 5, -0.3
3: Cc1ccc(OCC(=O)NC(=S)Nc2cccc(NC(=O)c3ccccc3Cl)c2)cc1
  -9[fluorescence artefact?], 4, -25, -6, 10, 4, 4, 1, ·
4: O=C(COc1ccc(Br)cc1CO)Nc1ccccc1F
  7[fluorescence artefact?], 1, -11, 1, -2, -1, -8, 0, -0.2
5: S=C(Nc1ccccc1)Nc1ccc2cn[nH]c2c1
  1, 21, -9, -10, -2, -2, -15, 7, 0.7
6: CCC(O)CNc1nc(SC)nc2sc3c(c12)CCN(C)C3 (configuration not stated)
  -12, ·, -14, -17, 52, 0, 11, 11, 0.5
7: Cc1ccc(C(=O)O)cc1N1CCCC1=O
  -4, 0, 6, -8, -10, 0, 7, 14, 3.4
8: O=S(=O)(c1ccc(Br)cc1)c1cnc2ccccc2n1
  21, 3, -8, -7, -2, 7, -14, 27, 47
9: Cc1ccccc1NC(=O)NC(N)=O
  -8, -3, -2, -9, -2, -6, -1, 12, 5.6
10: CN(Cc1ccccc1)C(=O)C1CCN(S(C)(=O)=O)CC1
  -3, 1, 2, -11, -2, -7, -4, 21, 1.8

Compound profiles (already shown):
Cc1ccccc1NC(=O)NC(N)=O as listed: 14-3-3 Bad PPI: -8; Runt-CBFb FRET: -3; NCF1 inh: -2; TbHK1 inh: -9; Runt-SMMHC FRET: -2; Mdm2 ligase inh: -6; EBV gp42 inh: -1; Hck Nef HTS: 12; L929 necroptosis: 5.6
CCOC(=O)c1cc(-c2cccnc2)nn1-c1ccccn1 as listed: 14-3-3 Bad PPI: -3; Runt-CBFb FRET: -1; NCF1 inh: -1; TbHK1 inh: 0; Runt-SMMHC FRET: 1; Mdm2 ligase inh: -6; EBV gp42 inh: -4; Hck Nef HTS: 1; L929 necroptosis: -0.1
O=S(=O)(c1ccc(Br)cc1)c1cnc2ccccc2n1 as listed: 14-3-3 Bad PPI: 21; Runt-CBFb FRET: 3; NCF1 inh: -8; TbHK1 inh: -7; Runt-SMMHC FRET: -2; Mdm2 ligase inh: 7; EBV gp42 inh: -14; Hck Nef HTS: 27; L929 necroptosis: 47

Next part:
Results follow in this order: 14-3-3 Bad PPI, Runt-CBFb FRET, NCF1 inh, TbHK1 inh, Runt-SMMHC FRET, Mdm2 ligase inh, EBV gp42 inh, Hck Nef HTS, L929 necroptosis
11: CN(C(=O)COC(=O)c1cccc(NS(=O)(=O)c2ccc(F)c(F)c2)c1)C1CCS(=O)(=O)C1 (configuration not stated)
  0, 1, -1, -7, 1, -5, -5, 14, 0.2
12: Cc1nnc(SCC(=O)N2CC(=O)Nc3ccccc32)n1-c1ccccc1
  4, 3, -12, 2, -1, -8, -12, -15, 1.1
13: COc1ccc(Cl)cc1N1C(=O)/C(=C\c2sccc2C)N=C1SCC(=O)NC1CC1
  -14[fluorescence artefact?], -6, -41, -20, -3, -22, -8, 3, 0.2
14: Cc1ccc(N/N=C/c2c(C)c(C#N)c(=O)n(C)c2O)cc1C
  -15, -1, -15, -32, -8, -9, -9, 77*, -0.6
15: COC(=O)[C@@H]1C[C@@]2(O)[C@@H](O)[C@@H](O)[C@@H](O)C[C@H]2N1CC1CCCCC1
  -1, 3, -6, -4, -3, -20, -28, 13, -0.3
16: CO/C=C\C=C/c1nnn(-c2ccc(Cl)cc2)n1
  -1, 5, -18, 1, 2, -2, -26, 43, 0.2
17: COC(=O)c1ccc(NC(=O)C2CCN(C(=O)c3cc(OC)c(OC)c(OC)c3)CC2)cc1
  3[fluorescence artefact?], -18, -7, -3, 1, -14, -42, -2, 0.3
18: CCCN(CCC)S(=O)(=O)c1ccc(C(=O)Nc2nc(-c3ccccc3)c(C(=O)OCC)s2)cc1
  -21, 1, 0, -7, 4, -8, 7, 2, 2.2
19: CCOC(=O)N1CCN(C(=O)c2ccccc2NC(C)=O)CC1
  -8, ·, -6, -2, ·, -21, -3, 21, 4.1
20: CCCN1C(=O)/C(=C/c2ccc(N3CCCC3)c(C)c2)NC1=S
  -14, -19, -89, -16, -243, -8, -28, -5, 0.0

6 compounds from above, sorted by the number in TbHK1 inh, high to low:
no. | smiles | TbHK1 inh
12 | Cc1nnc(SCC(=O)N2CC(=O)Nc3ccccc32)n1-c1ccccc1 | 2
19 | CCOC(=O)N1CCN(C(=O)c2ccccc2NC(C)=O)CC1 | -2
17 | COC(=O)c1ccc(NC(=O)C2CCN(C(=O)c3cc(OC)c(OC)c(OC)c3)CC2)cc1 | -3
18 | CCCN(CCC)S(=O)(=O)c1ccc(C(=O)Nc2nc(-c3ccccc3)c(C(=O)OCC)s2)cc1 | -7
20 | CCCN1C(=O)/C(=C/c2ccc(N3CCCC3)c(C)c2)NC1=S | -16
13 | COc1ccc(Cl)cc1N1C(=O)/C(=C\c2sccc2C)N=C1SCC(=O)NC1CC1 | -20

Continued.
Results follow in this order: 14-3-3 Bad PPI, Runt-CBFb FRET, NCF1 inh, TbHK1 inh, Runt-SMMHC FRET, Mdm2 ligase inh, EBV gp42 inh, Hck Nef HTS, L929 necroptosis
21: COc1cccc(C(=O)Nc2ccc(F)cc2F)c1
  -4[fluorescence artefact?], -1, -21, 2, 0, -9, -10, 0, -0.4
22: Cc1ccc(C2c3c(C)nn(-c4ccc([N+](=O)[O-])cc4)c3N=C3C(=O)Nc4ccccc4N32)cc1 (configuration not stated)
  -15, -14, -8, -22, -17, -12, -3, 14, -0.4
23: CCc1ccc(-n2c(SCC(=O)Nc3ccc(C(=O)O)cc3)nnc2-c2ccncc2)cc1
  -7, -1, 3, 2, -1, -3, -3, 11, -0.6
24: COc1cc(/C=N/NC(=O)Cn2nnc3ccccc32)ccc1O
  -6, 1, -14, -17, 0, -12, -21, 27, 0.9
25: Nc1ccc2nc3c(=O)n(CCc4ccccc4)c(=O)[nH]c3nc2c1
  -14, i, -13, -17, -154, -7, 174*, -18, -0.5
26: CCOC(=O)c1sc(NC(=O)C2CC2)cc1C
  0, -4, -7, -7, 3, -5, -7, 9, 2.8
27: CCN1CCN(C(CNC(=O)c2ccc3c(c2)OCO3)c2cccnc2)CC1 (configuration not stated)
  -3, 1, 2, -3, 3, -9, -19, 16, 0.1
28: Cc1cccc(C)c1NC(=O)c1cc(-c2ccccn2)nc2ccccc12
  -4, -1, -3, -11, 2, -7, 6, 20, 1.0
29: CC1CCc2sc(C(=O)NCc3ccc(F)cc3)cc2C1 (configuration not stated)
  10, 1, -10, -3, -2, -18, -9, 3, -2.0
30: CCCNc1nc2ccccc2c(=O)[nH]1
  -19, -1, -4, 1, -1, -5, -6, 20, 1.0
31: COc1cc(C(=S)N2CCOCC2)cc(OC)c1OC
  -3, 3, -6, 4, -1, -7, -12, 3, 0.1
32: O=C(NCCCn1ccnc1)/C(=C\c1cccnc1)NC(=O)c1ccco1
  -6, 1, 1, 1, 0, 8, -3, 17, 0.4
33: COC(=O)CSc1nc2sc3c(c2c(=O)n1-c1ccccc1)CCN(C)C3
  7, 2, -4, -35, 4, -9, -15, -1, 0.4
34: CCSC1(SCC)N=C(N)C2(C#N)C(c3ccccc3)NC3=C(CCC3)C12C#N (configuration not stated)
  -1, -90, -12, -12, -96, -13, -23, 2, 0.5
35: CC(C)CCn1c(SCc2ccc(Cl)cc2)nc2c1c(=O)[nH]c(=O)n2C
  0, -12, -8, 32, -10, -1, -8, 4, -0.4
36: COn1c(=O)c(-c2cccs2)[n+]([O-])c2ccccc21
  14[fluorescence artefact?], 3, -8, 3, 6, -13, -1, -1, 0.4
37: Cc1cccc(C)c1NC(=O)COC(=O)CCC(=O)c1cccs1
  -5, 3, -1, -2, -2, -8, -15, 25, 0.7
38: COc1ccc(OC)c(S(=O)(=O)NCc2ccccc2)c1
  -9, -2, -13, -4, 2, -7, -10, 2, -0.2
39: COc1ccc(C(=O)OCC(=O)NCc2ccccc2)c(OC)c1OC
  0, 1, -6, 11, -2, 1, -10, -2, 0.1
40: O=C(Nc1c(C(=O)O)oc2ccc(Br)cc12)c1ccccc1
  -6, 0, -2, -2, -3, -19, 0, 4, 8.8
41: CCOc1ncccc1C(=O)Nc1ccccc1C(=O)NCc1ccc2c(c1)OCO2
  -10, -2, -4, ·, 147, -2, -4, ·, ·
42: CC(C)C[C@H](NC(=O)NCc1ccc(F)cc1)C(=O)O
  1, 2, -4, -6, 1, -9, 2, 10, 0.3
43: CCCCS/C(=C(/C#N)C(N)=O)c1cc2c([nH]1)CCCC2
  -3, -6, -3, -11, 0, -6, -16, 2, 1.0
44: Cc1nn(-c2ccccc2)c(N2CCCC2)c1/C=N/NC(=O)c1cc2ccccc2cc1O
  0[fluorescence artefact?], -23, -56, -12, -110, -10, -46, 1, 4.0
45: CN1CCN(C(=O)C2(NC(=O)NCc3ccccc3)CCCCC2)CC1
  5[fluorescence artefact?], 0, -3, 4, -10, -5, -29, -2, 0.5
46: CCCCCCN1C(=O)C(O)=C(C(C)=O)C1c1ccccc1[N+](=O)[O-] (configuration not stated)
  -11, 12, 1, -19, -2, -6, 1, 23, 0.4
47: Cc1ccc(-n2ncc3c(=O)n(CC(=O)OCc4ccccc4)cnc32)cc1
  5, -1, -10, 5, -5, 6, -8, 0, -0.3
48: O=C(Nc1cc(Cl)cc(Cl)c1)c1coc(=O)c(Br)c1
  23, 4, -37, -7, 11, -11, -11, 19, -1.7
49: Brc1ccc(CNCc2cccs2)cc1
  17, -1, -11, 4, 2, 2, -10, 6, 0.0
50: CCOC1(c2ccccc2)OC(=O)c2ccccc21 (configuration not stated)
  4, 0, -7, 3, 0, 1, -11, 4, -0.2
51: COc1ccccc1CC(=O)Nc1ccccc1C(=O)O
  9, 2, -1, -5, -3, -2, -4, 0, -0.4
52: NC(=S)N/N=C/c1coc2ccc(F)cc2c1=O
  -5, 1, 8, -17, 4, -13, -11, 29, -0.1
53: O=C(CN(C(=O)CCC(=O)Nc1nccs1)c1cccc(F)c1)NCC1CCCO1 (configuration not stated)
  6[fluorescence artefact?], 0, -10, 7, -2, -12, -3, -1, -0.1
54: COc1ccc(C2C(C(=O)C(C)(C)C)=C(O)C(=O)N2Cc2ccccc2)cc1 (configuration not stated)
  -2, 2, -24, 26, 6, -11, 7, 4, 1.0
